Screening results: PubChem BioAssay, several laboratories
PostGolgi ctrl: growth of the yeast control strain, post-Golgi counter-screen. efflux-deficient yeast background strain, growth absorbance A615, 16 h. inhibition, % at 10 µM. hit rate 5% among 98,000
H69AR growth 86K: growth inhibitors of human H69AR lung tumor cells. AID 598. hit rate 6% among 85,000. viability, % at 10 µM. H69AR lung tumor viability, ATP luminescence, 72 h; hits give low values;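 active = viability at or below 40%; inactive = viability above 40%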;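 also: multidrug resistant small cell line overexpressing MRP-1 efflux transporter; 100% = mean luminescence of untreated control wells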
HUVEC prolif 384: inhibitors of human endothelial cell proliferation; HUVEC proliferation, CellTiter-Glo luminescence, 72 h; hits give low values; viability, % at 10 µM (by protocol); hit rate 1.1% among 86,000; AID 648;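 active = viability at or below 30%; inactive = viability above 30%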;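 also: 100% = median luminescence of DMSO-only cell control wells on each plate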
PostGolgi yeast: growth inhibition of a yeast mutant, post-Golgi transport screen | post-Golgi transport phenotypic cell assay | inhibition, % at 10 µM | hit rate 0.9% among 98,000;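 also: yeast cells grown in 1536-well plates; yeast grown about 18 h at 30C before absorbance read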
Fibroblast inh: blocks proliferation of human lung fibroblasts | LL 47 human lung fibroblast viability, ATP luminescence; hits give low values | viability, % at 10 µM | hit rate 1.1% among 85,000;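 active = viability at or below 50% in the single dose screen; inactive = viability above 50%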;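 also: compound exposure lasted 72 h before the ATP readout; 100% = median luminescence of untreated cell-only wells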
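Test system: LL 47 human lung fibroblasts; Quantity: 1,150 cells/well; Buffer or medium: IMEM plus 15% FBS; Dosing: tenfold compound dosing solution, DMSO at 0.1%; Timing: overnight cell rest, 72 h compound treatment at 37 °C; Detection: ATP-based CellTiter-Glo luminescent readout; Read-out basis: viability percentage against median untreated-cell control; Controls: cell-only wells, no compound.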
Ecoli WT expand: growth inhibitors of E. coli BW25113 wild type. OD600 absorbance. hit rate 0.15% among 98,000. growth inhibition, % at 100 µM. AID 710;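 active = growth inhibition above about 50% at one test dose, limit read from the data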;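 also: growth measured after 20 h incubation at 37 °C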
S1P2 blocker: blocks the human S1P2 receptor | AID 736 | inhibition, % at 5 µM | cell-based S1P2 antagonist assay, inhibition at 5 uM | hit rate 0.21% among 97,000; in the data active = inhibition above about 45%;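 also: CRE beta-lactamase reporter cells expressing human S1P2 stimulated with S1P; 0% = agonist at EC80 alone and 100% = agonist plus reference antagonist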
Target sequence (O95136 whole entry, looked up): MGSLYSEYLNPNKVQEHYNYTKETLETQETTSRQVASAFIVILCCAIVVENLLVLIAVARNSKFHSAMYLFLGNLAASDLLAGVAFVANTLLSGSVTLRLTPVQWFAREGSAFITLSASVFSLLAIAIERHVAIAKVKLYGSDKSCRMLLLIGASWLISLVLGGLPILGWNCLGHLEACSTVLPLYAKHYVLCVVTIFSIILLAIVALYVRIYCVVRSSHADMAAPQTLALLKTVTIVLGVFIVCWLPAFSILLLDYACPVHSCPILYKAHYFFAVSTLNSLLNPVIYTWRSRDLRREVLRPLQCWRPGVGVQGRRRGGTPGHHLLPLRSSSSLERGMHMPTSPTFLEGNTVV
DAT uptake mod: modulates human dopamine transporter uptake under cocaine; LLC-PK1 hDAT cells, [14C]-dopamine uptake with cocaine IC80; actives deviate in either direction; B-score at 10 µM; hit rate 1.3% among 110,000;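 active = Z score or B-score, a plate-position-corrected score, falls beyond the plate's 99.7% confidence bounds, in either direction; inactive = both scores lie inside the 99.7% bounds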;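 also: scored against the spread of the other compound wells on the same plate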
Target sequence (Q01959 whole entry, looked up): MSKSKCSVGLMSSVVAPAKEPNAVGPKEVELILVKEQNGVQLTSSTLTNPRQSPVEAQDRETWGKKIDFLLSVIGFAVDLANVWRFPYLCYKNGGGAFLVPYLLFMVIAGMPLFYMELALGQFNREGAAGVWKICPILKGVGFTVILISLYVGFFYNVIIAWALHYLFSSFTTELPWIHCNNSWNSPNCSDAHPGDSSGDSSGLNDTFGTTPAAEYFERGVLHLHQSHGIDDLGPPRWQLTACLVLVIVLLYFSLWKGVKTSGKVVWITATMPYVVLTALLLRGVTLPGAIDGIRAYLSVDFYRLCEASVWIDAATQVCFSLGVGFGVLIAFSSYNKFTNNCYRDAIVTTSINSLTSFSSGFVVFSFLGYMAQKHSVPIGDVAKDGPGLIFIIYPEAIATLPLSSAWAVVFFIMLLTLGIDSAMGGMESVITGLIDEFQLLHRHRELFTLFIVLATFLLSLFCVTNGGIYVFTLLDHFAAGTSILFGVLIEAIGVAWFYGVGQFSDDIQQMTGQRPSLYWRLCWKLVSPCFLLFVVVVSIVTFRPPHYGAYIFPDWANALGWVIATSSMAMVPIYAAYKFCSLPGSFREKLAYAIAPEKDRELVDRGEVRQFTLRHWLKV
S1P2 ag: activates the human S1P2 receptor | S1P2-expressing cell line, agonist reporter read-out | activation, % at 4.5 µM | hit rate 0.46% among 97,000; in the data active = activation above about 16%;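 also: 0% = vehicle low control and 100% = maximal reference agonist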
An asterisk follows results filed as active; · = not tested or not shown; & = joins results of further samples. Rule as the data show it, unless noted: active = inhibition above about 30%; inactive = the rest.

SMILES	PostGolgi ctrl	H69AR growth 86K	HUVEC prolif 384	PostGolgi yeast	Fibroblast inh	Ecoli WT expand	S1P2 blocker	DAT uptake mod	S1P2 ag
CCCN1CN(Cc2ccco2)c2nc3ccccc3n2C1	-2.5	76.1	95.5	1.0	97.5	20.0	8.7	-0.771	-5.7
CCOC(=O)c1ccccc1N1C(=O)CSC1=S	8.8	43.7	77.0	-1.4	95.0	-1.0	-12.2	-0.573	-5.5
CC1CC(=O)c2cnc(Nc3cccc(C(F)(F)F)c3)nc2C1 (configuration not stated)	16.4	·	105.5	3.0	94.3	7.0	-9.5	-0.426	-2.1
CC(C)c1nnc(SCC(=O)N2CCOCC2)n1C	·	111.5	93.1	·	100.1	·	11.1	1.1	-2.5
COc1ccccc1NC(=O)CCN1CCCCCC1	12.9	·	·	-0.2	·	5.0	12.7	-0.344	-0.1
C/C(=N\NC(=O)C(C)Oc1ccc([N+](=O)[O-])cc1)c1ccccn1 (configuration not stated)	-1.0	·	·	7.4	·	6.0	-23.2	·	-10.6
Cc1nc2ncnn2c(C)c1CCC(=O)N1CCN(Cc2ccccc2)CC1	1.0	105.6	107.1	2.6	109.6	-3.0	9.4	1.11	-4.3
Cc1csc(NC(=O)CSc2nnc(-c3ccccc3)o2)n1	24.0	90.9	96.5	-6.6	104.7	-2.0	-4.6	-0.0383	-5.1
O=[N+]([O-])c1ccccc1OCCCN1CCOCC1	-3.6	·	·	1.2	·	3.0	10.2	0.126	-6.1
Cc1ccc(S(=O)(=O)N2CCCC2C(=O)OCC(=O)Nc2ccc3c(c2)OCO3)cc1 (configuration not stated)	21.6	104.4	97.4	0.3	92.8	-10.0	-5.3	-0.793	-8.1
CCc1cc(=O)oc2cc(C)c3c(C)coc3c12	3.3	104.3	104.4	23.0	100.9	-5.0	-23.7	-0.0645	0.9
CC(=O)Nc1ccc(OC(=O)c2ccco2)cc1	·	98.2	96.5	·	105.6	·	7.0	-1.39	-5.9
Cn1c(CNC(=O)Nc2ccccc2)nnc1SCc1ccccc1	2.3	88.0	93.2	-2.2	99.9	22.0	26.8	0.984	-8.2
Cc1cc2cc(CNC(=O)c3ccco3)ccc2n1C	·	101.6	92.5	·	105.9	·	·	0.311	·
COC(=O)c1ccc(-n2nnnc2SCC(=O)NCc2cccc(C(=O)O)c2)cc1	-0.1	100.8	100.4	-2.7	110.9	0.0	10.5	-0.024	-2.4
COC(=O)c1ccc(OC)c(CSc2nnc(COc3cccc(C)c3)o2)c1	10.2	100.7	90.2	-8.3	105.7	-16.0	·	-0.759	·
Fc1cc2nc(-c3ccncc3)[nH]c2cc1F	3.9	76.3	99.4	-11.5	100.6	23.0	-17.9	·	-4.6
Cc1ccccc1NC(=O)c1sc2nc3c(c(-c4ccco4)c2c1N)CCCC3	2.1	91.7	106.9	-8.7	114.7	-7.0	-6.9	-0.444	0.9
COc1ccc(C(=O)N2CCCC2)cc1S(=O)(=O)N1CCOCC1	23.6	89.8	98.5	-2.2	95.5	-7.0	-0.6	-0.279	-9.3
O=C(COc1ccccc1CNCc1ccccc1)Nc1ccccc1	1.4	53.6	82.6	-5.0	78.2	17.0	-18.3	0.375	0.6
Cc1[nH]n(-c2ccccc2)c(=O)c1/C=N/NC(=O)c1cccc([N+](=O)[O-])c1	3.7	·	·	-5.4	·	11.0	-15.4	1.27	-3.7
O=C(Nc1ccccc1N1CCCCC1)c1cccc(F)c1	31.6*	81.9	108.4	3.2	88.5	1.0	-42.7	-1.53	-1.0
OCc1cn(-c2ccccc2)nc1-c1cccnc1	2.1	91.7	88.8	6.7	104.5	6.0	13.8	-0.238	-5.4
CCOC(=O)c1nnn(CC(=O)Nc2cc(F)ccc2F)c1C(=O)OCC	5.5	97.2	114.8	1.6	104.9	6.0	12.4	0.634	-5.9
Cc1ccccc1N(C)S(=O)(=O)c1ccc2[nH]cc(C(=O)NCC3CCCO3)c(=O)c2c1 (configuration not stated)	6.4	76.5	83.9	-8.5	102.1	-9.0	·	-0.0574	·
COc1cc(C(=O)OCC(=O)N(C)Cc2ccccc2)cc(OC)c1OC	2.8	87.5	100.5	-0.8	99.6	0.0	-15.0	0.772	-5.0
COCCn1c(Sc2ccc(C)cc2)nc2c1c(=O)[nH]c(=O)n2C	-1.1	84.9	91.7	8.2	100.4	-4.0	12.5	0.285	-5.4
O=C(NCCCn1ccnc1)c1noc2c1CCc1ccccc1-2	20.8	92.3	87.8	-4.3	105.7	3.0	-5.4	0.798	-8.6
O=C(Cc1cc(=O)[nH]c(=O)[nH]1)NCC1CCCO1 (configuration not stated)	-4.6	87.2	103.5	12.6	103.3	4.0	-1.5	-0.245	-10.4
Cc1cc(C)nc(SCC(=O)OCN2C(=O)c3ccccc3C2=O)n1	3.7	86.2	101.0	3.6	96.4	2.0	0.5	-0.987	-4.7
CSc1nc2c(c(-c3ccc(O)cc3)c1C#N)CCC2	11.2	26.2*	83.0	15.3	94.2	-1.0	-11.4	-0.855	1.0
CCOC(=O)c1c(NC(=O)COC(=O)c2c(C)noc2C)sc2c1CCC2	·	87.2	62.1	·	79.3	·	8.8	-0.965	-2.2
COc1ccc(C(=O)/C(=C\c2ccco2)N2C=CC=CC2=C(C#N)C#N)cc1	29.5	·	·	28.4	·	0.0	40.4	0.238	1.7
CC(C)OCCCNC(=O)CCN1C(=O)COc2ccccc21	-3.4	96.4	93.5	-0.4	91.1	3.0	·	-0.0913	·
CCOC(=O)NNC1CC(=O)N(c2ccc(OC)cc2)C1=O (configuration not stated)	2.4	·	·	-11.3	·	2.0	9.9	-0.557	-3.2
COc1ccc(C2C(C(=O)Nc3ccccn3)=C(C)Nc3ncnn32)c(OC)c1 (configuration not stated)	6.8	·	·	-0.8	·	5.0	-4.3	0.233	-2.6
CCn1nnnc1Oc1ccc(Cl)cc1	6.0	80.0	99.9	7.6	102.0	7.0	-17.2	-0.238	-1.1
CCn1c(SCC(=O)c2ccc(OC)cc2)nnc1C(C)NC(=O)c1ccc(OC)cc1 (configuration not stated)	2.6	83.6	85.4	-0.3	94.9	2.0	-1.6	-0.0626	-6.4
O=S(=O)(c1ccccc1)c1cccc(S(=O)(=O)N2CCCCC2)c1	13.5	82.1	101.3	14.9	98.8	-12.0	-2.0	0.916	-2.6
CC(C)C(=O)N1CCN(c2c(Cl)cccc2[N+](=O)[O-])CC1	6.2	·	·	-6.8	·	5.0	2.4	0.227	-0.8

An excerpt from above in order of SMILES length, low to high.
SMILES	PostGolgi ctrl	H69AR growth 86K	HUVEC prolif 384	PostGolgi yeast	Fibroblast inh	Ecoli WT expand	S1P2 blocker	DAT uptake mod	S1P2 ag
CSc1nc2c(c(-c3ccc(O)cc3)c1C#N)CCC2	11.2	26.2*	83.0	15.3	94.2	-1.0	-11.4	-0.855	1.0
CC(C)OCCCNC(=O)CCN1C(=O)COc2ccccc21	-3.4	96.4	93.5	-0.4	91.1	3.0	·	-0.0913	·
O=C(Cc1cc(=O)[nH]c(=O)[nH]1)NCC1CCCO1 (configuration not stated)	-4.6	87.2	103.5	12.6	103.3	4.0	-1.5	-0.245	-10.4
COc1cc(C(=O)OCC(=O)N(C)Cc2ccccc2)cc(OC)c1OC	2.8	87.5	100.5	-0.8	99.6	0.0	-15.0	0.772	-5.0

The list goes on:
SMILES	PostGolgi ctrl	H69AR growth 86K	HUVEC prolif 384	PostGolgi yeast	Fibroblast inh	Ecoli WT expand	S1P2 blocker	DAT uptake mod	S1P2 ag
Cc1ccc(NC(=O)C(C)Sc2nnc(-c3cccnc3)o2)cc1 (configuration not stated)	-1.8	103.4	112.6	-2.7	125.1	-5.0	5.6	-0.199	0.5
CCOC(=O)C(C(=O)NCc1ccc(C)cc1)c1ncc(C(F)(F)F)cc1Cl (configuration not stated)	1.7	·	·	-1.4	·	-6.0	-12.8	0.156	-5.7
CN1CCN(c2nc(Nc3cccc(C(F)(F)F)c3)nc(N3CCOCC3)n2)CC1	16.6	52.8	9.8*	10.2	·	4.0	·	2.46	·
CCOC(=O)CSc1nnc(CNC(=O)c2cccs2)n1Cc1ccccc1	3.7	77.7	95.1	-0.2	103.5	1.0	-2.9	0.0215	-2.1
COc1cc2c(C#N)c(N3CCN(c4ccccc4OC)CC3)nc(N)c2c(N)n1	36.5*	·	·	17.4	·	-1.0	·	1.96&-0.477	·
CCOC(=O)c1sc2ncnc(N3CCN(C(=O)OCC)CC3)c2c1C	36.5*	89.9	98.3	3.1	104.5	8.0	·	3	·
Cc1nn(Cc2ccccc2Cl)c(C)c1NC(=O)NC12CC3CC(CC(C3)C1)C2	34.7*	·	·	-4.9	·	-9.0	16.7	0.411	-7.4
CCOC(=O)c1sc(NC(=O)c2ccc(S(=O)(=O)N(C)C)cc2)nc1C	-2.2	84.4	90.6	5.0	113.1	-6.0	0.9	-0.453	-5.0
O=C(NCCCCNC(=O)c1c(F)c(F)c(F)c(F)c1F)c1c(F)c(F)c(F)c(F)c1F	1.8	95.3	77.2	-9.2	95.3	-3.0	30.1	0.815	-0.9
COc1ccc(-c2nn3c(COc4ccccc4)nnc3s2)cc1OC	23.5	88.2	90.9	0.5	100.4	-3.0	·	2.18	·
Cc1csc(SCC(=O)c2c(N)n(CC(C)C)c(=O)n(C)c2=O)n1	-4.1	98.8	96.7	-8.3	99.1	-3.0	-1.5	0.359	-0.3
COc1ccc(OCC(O)CN2C(=O)c3ccccc3S2(=O)=O)cc1 (configuration not stated)	14.4	99.4	104.3	2.9	97.1	-4.0	12.9	-0.588	-5.5
O=C1CC(N2CCN(c3ccccc3F)CC2)C(=O)N1c1ccc(F)cc1 (configuration not stated)	·	93.1	84.5	·	90.5	·	-16.9	0.129	-6.0
COc1ccc(C(=O)NCC(=O)N2CCC(C)CC2)cc1OC	16.5	102.9	94.1	-7.3	107.0	-9.0	5.0	0.329	-5.2
CCCC(=O)Nc1cc(OC)c(NC(=O)NC2CCCCC2)cc1OC	23.9	58.3	106.0	-6.8	106.9	1.0	14.0	0.503	-5.5
Cc1csc(-c2coc3cc(O)cc(C)c3c2=O)n1	26.2	61.2	71.5	3.7	·	-4.0	18.7	1.29	-7.2
COc1ccc(CCNc2cc(-c3ccccc3)nc3ncnn23)cc1	4.3	65.3	111.1	8.7	106.1	5.0	7.7	·	-3.2
Cc1ccc(C(=O)O)cc1N1C(=O)c2cccc3cc(Br)cc(c23)C1=O	-4.5	·	·	-17.1	·	5.0	-12.1	·	-9.8
Cc1ccc2nc(-c3cccnc3)oc2c1	5.8	90.2	95.2	6.1	106.3	9.0	10.7	0.879	-0.6
CC(=O)N1c2ccccc2NC(=O)C1(C)C	1.4	95.2	100.2	0.2	102.6	4.0	0.1	0.427	-4.8
Cc1ccc(NC(=O)N(CCCN2CCOCC2)Cc2cccnc2)cc1C	0.4	94.0	103.4	-1.3	101.6	-1.0	18.7	-0.891	0.3
CCCCN(C(=O)Cn1nnc2ccccc21)C(C(=O)NCc1ccco1)c1ccncc1 (configuration not stated)	-0.6	78.7	98.7	3.7	98.4	4.0	12.9	0.0445	-4.6
Cc1cc(C(=O)Nc2ccccc2N2CCOCC2)c2ccccc2n1	6.2	67.9	107.5	-2.0	98.5	-3.0	-18.9	-0.613	1.9
CC1CCC2(CC1)NC(=O)N(CC(=O)NC(=O)NC1CCCC1)C2=O (configuration not stated)	1.2	87.0	87.0	-9.7	94.2	3.0	·	0.43	·
CCOC(=O)c1cnc(SCC(=O)c2ccccc2)nc1N	-12.3	80.0	105.7	-2.9	89.7	-2.0	-16.3	-0.91	0.1
O=C(O)CN1C(=O)C2(OCCCO2)c2ccccc21	12.4	97.6	101.4	-4.6	105.5	0.0	-20.0	0.323	-3.0
CN(CC(=O)Nc1ccncc1)S(=O)(=O)c1ccc(Cl)cc1	-0.8	100.0	106.3	-5.1	103.5	3.0	·	0.0209	·
